# Screening data as filed in PubChem BioAssay.
# Cardiac RTF inh = cardiac RTF calcium desensitization. P19429+P45379. IANBD-labeled cardiac RTF, Ca2+ fluorescence. inhibition, % at 7.15 µM. 340,000 compounds, 0.12% hits. AID 493244;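 active means inhibition above the mean inhibition of all tested compounds plus 3 SD, cut at about 17% in these data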;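 further: assay run at fixed EC70 calcium of 1.6 mM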
# DAGLB inhibitor = diacylglycerol lipase beta (human) inhibition. AID 504411. 340,000 compounds, 0.059% hits. HEK293T DAGLB membrane lysate, EnzChek fluorogenic substrate. inhibition, % at 5.17 µM; in the data active means inhibition above about 34%;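 further: 0% = enzyme with vehicle and 100% = wells lacking enzyme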
# Target sequence (Q8NCG7 whole entry, looked up): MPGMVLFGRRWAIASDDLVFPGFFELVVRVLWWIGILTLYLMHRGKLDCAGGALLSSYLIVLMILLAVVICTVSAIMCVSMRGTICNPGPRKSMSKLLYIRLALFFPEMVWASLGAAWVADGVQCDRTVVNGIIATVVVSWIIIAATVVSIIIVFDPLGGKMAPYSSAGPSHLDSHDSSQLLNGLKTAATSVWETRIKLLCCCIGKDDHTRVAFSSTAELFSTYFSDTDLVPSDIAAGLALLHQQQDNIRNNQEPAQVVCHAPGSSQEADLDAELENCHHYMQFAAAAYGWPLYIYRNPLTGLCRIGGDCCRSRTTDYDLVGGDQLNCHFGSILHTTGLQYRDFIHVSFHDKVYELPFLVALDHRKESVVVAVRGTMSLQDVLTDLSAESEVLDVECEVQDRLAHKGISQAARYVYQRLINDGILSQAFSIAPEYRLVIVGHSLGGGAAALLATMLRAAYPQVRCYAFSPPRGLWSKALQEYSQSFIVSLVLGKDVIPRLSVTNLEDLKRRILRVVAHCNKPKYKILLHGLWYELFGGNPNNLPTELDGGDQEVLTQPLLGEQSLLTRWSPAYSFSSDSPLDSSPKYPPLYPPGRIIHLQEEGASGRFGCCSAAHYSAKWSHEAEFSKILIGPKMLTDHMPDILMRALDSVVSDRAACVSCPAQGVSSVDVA
# LANA DNA inh = KSHV C-LANA DNA binding inhibition. AID 504423. inhibition, % at 9 µM. 340,000 compounds, 0.078% hits. MBP-C-LANA/FAM-LBS DNA binding, fluorescence polarization;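 active means highest replicate inhibition at or above 60% at 9 µM, even if other replicates fall short; inactive means all replicates below 60% inhibition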;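 further: 0% = neutral control wells and 100% = 4 µM acridine orange control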
# Keap1 Nrf2 FP = Keap1-Nrf2 (human) interaction inhibition; Keap1 Kelch-Nrf2 peptide fluorescence polarization, 1536-well; Q14145; inhibition, % at 9.4 µM; 340,000 compounds, 0.15% hits; in the data active means inhibition above about 12%;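 further: human Keap1 Kelch domain with fluorescein labeled Nrf2 9mer peptide probe; 0% = neutral control wells and 100% = peptide positive control; higher means more block of Keap1 binding to Nrf2 peptide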
# V-ATPase pHluor = regulators of yeast V-ATPase proton transport; response, % at 10 µM; 350,000 compounds, 0.37% hits; S. cerevisiae, pHLuorin cytosolic pH fluorescence; in the data active means response mostly above about 7.3%, no sharp cut-off; inactive means mostly below about 5.4%; further: actives read high; inactives centre near 0; some compounds called inactive have numbers as strong as hits
# DSG3 Ab inh = inhibitors of pemphigus antibody binding to human desmoglein-3; P32926; DSG3-coupled beads, scFv-anti-DSG3-GFP binding, flow cytometry; hits give low values; binding (percent of control), % at 10 µM; 310,000 compounds, 0.48% hits; AID 588358;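 active means binding more than 3 SD below its plate's average and above zero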;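 further: hits lower antibody fragment binding to DSG3; some compounds called inactive have numbers as strong as hits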
# CAL PDZ FP-1 = blocks peptide binding to human CAL PDZ domain | Q9HD26 | purified CAL PDZ, TMR-peptide fluorescence polarization, 1 h | inhibition, % at 20 µM | 330,000 compounds, 0.02% hits | AID 504414;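 active means highest replicate inhibition of at least 40%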;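 further: plate controls were DMSO neutral control wells for no effect and unlabeled competitor peptide control wells for full effect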
#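 Read-out basis: mP drop reported as inhibition | Assay system: Tagged CAL PDZ protein CerCALP, purified | Benchmarks: Unlabelled peptide for full inhibition, DMSO wells as neutral | Schedule: 1 h incubation at room temperature before polarization reading | Buffer or medium: Sodium phosphate/NaCl buffer pH 7.4 with TCEP, IgG, Thesit | Doses: Single point, 20 µM | Measured by: Fluorescence polarization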
# NSD2 HMT inh = NSD2 (human) methyltransferase inhibition | O96028 | AID 743445 | 310,000 compounds, 0.54% hits | NSD2 peptide methylation, AlphaScreen, 120 min | inhibition, % at 12.5 µM; in the data active means inhibition above about 50%
# Arrestin-AP2 inh = blocks beta-arrestin peptide binding to AP2 adaptin. FITC-arrestin peptide / GST-AP2 beads, flow cytometry; AP2 beta2 appendage carries R879A mutation. inhibition, % at 10 µM. 340,000 compounds, 0.31% hits;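 active means inhibition above a set limit, near 3 SD of compounds lacking own fluorescence, cut at about 54% in these data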;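 further: plate controls were DMSO wells for no effect and 5 µM unlabelled arrestin peptide for full effect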
#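 System: GST-AP2 R879A glutathione beads. Medium: PBS with 0.05% Tween 20 and 0.1% BSA. Also added: FITC-arrestin peptide, 50 nM. Incubation: 12 min plus 1 h, RT. Measured by: high-throughput flow cytometry of beads, ex 488, em 535 nm. Evaluation: percent drop in bead-associated FITC signal.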
# CAL PDZ FP-2 = blocks peptide binding to the human CAL PDZ domain; Q9HD26; purified CAL PDZ, TMR-peptide fluorescence polarization, 1 h; inhibition, % at 24.9 µM; 300,000 compounds, 0.92% hits; AID 602252;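 active means mean inhibition of at least 30% with at least half of replicates also reaching 30%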;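 further: 0% = DMSO neutral control and 100% = excess unlabeled competitor peptide PRC23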
# The depositor's hits bear a star; · = no result given.
SMILES,Cardiac RTF inh,DAGLB inhibitor,LANA DNA inh,Keap1 Nrf2 FP,V-ATPase pHluor,DSG3 Ab inh,CAL PDZ FP-1,NSD2 HMT inh,Arrestin-AP2 inh,CAL PDZ FP-2
COc1cccc(NC(=O)Cn2c(=O)n(C)c(=O)c3sc4c(c32)COC(C)(C)C4)c1,-4,0,0.2,-4,1,100,-2.8,-2,-4,-1
COCc1cc(CN(C)C(=O)C2CCC(=O)N(Cc3cccc(OC)c3)C2)[nH]n1 (stereo not given),2,1,0.7,-2,-1,101,-1.6,-1,36,1
COc1ccc(NC(=O)c2ccc(S(=O)(=O)N3CC(C)OC(C)C3)cc2)cc1 (stereo not given),-7,-2,-0.5,-3,-2,96,-0.1,0,-4,0
CC(C)c1ccccc1OCC(O)CN1CCN(S(=O)(=O)c2ccc([N+](=O)[O-])cc2)CC1 (stereo not given),0,-3,-1.0,1,2,92,0.5,2,6,0
COc1ccc(NC(=O)CN(C)C(=O)CCCc2nc3ccccc3s2)cc1,-7,-1,-0.6,0,-5,104,0.9,-6,-1,-2
O=C(OCC1CCNCC1)c1ccc2c(c1)OCO2,-2,-1,-0.3,4,-1,94,-0.3,0,-5,5
CCOC(=O)N1CCN(C(=O)c2n[nH]c(=O)c3ccccc23)CC1,-5,0,0.7,0,-1,99,0.7,-1,-4,-5
Cc1cc(CN2C(=O)c3ccccc3C2=O)no1,-6,-1,-1.0,-1,-4,130,-3.4,24,4,-4
CC(Oc1ccc(Cl)cc1Cl)C(=O)NCCCN1CCOCC1 (stereo not given),0,-4,-1.1,0,1,102,-0.5,·,-5,·
CCOC(=O)Cc1nn(CC)c(=O)c2ccccc12,-9,0,0.9,0,5,102,-0.4,1,23,0
CC1(C)Cc2noc(N)c2C(C)(C)N1OC(=O)c1scc2c1OCCO2,-9,-2,1.8,-1,4,87,-1.1,-2,4,-3
Cc1cccc(NC(=O)Nc2ccccn2)c1C,4,-1,0.4,3,-8,87,0.3,-1,2,0
Cc1ccc(S(=O)(=O)N(C)c2ccc(C(=O)Nc3cccnc3)cc2)cc1,-7,5,-1.9,-1,4,109,-2.4,-6,32,0
O=C(NN1C(=O)c2ccccc2C1=O)c1ccccc1[N+](=O)[O-],0,-1,0.9,4,1,110,0.5,-2,-11,-3
Cc1ccc(NC(=O)Cc2cccs2)cc1Cl,-8,-2,0.2,0,1,93,·,-2,0,-3
COc1ccc(CC(=O)NNC(=O)c2ccc(NC(C)=O)cc2)cc1,-9,-1,0.7,-7,-1,110,-1.0,2,7,2
CCN1CCN(c2nc(Nc3ccc(C)c(C)c3)nc(N)c2[N+](=O)[O-])CC1,-12,3,-1.2,-5,-1,102,-0.3,24,-5,-4
C/C(CC1(O)C(=O)N(C)c2ccccc21)=N\O (stereo not given),0,-2,-1.6,-5,-5,102,-0.2,-3,-2,-4
O=C(c1ccc(Cl)cc1)n1cnc2ccccc21,1,2,-1.3,-1,-1,102,-17,-5,32,-2
CCC(Sc1nc2n[nH]c(C)c2c(=N)n1-c1cc(Cl)ccc1C)C(=O)N1CCOCC1 (stereo not given),2,2,2.9,1,1,120,·,0,-6,9

# Overlap with the part before: 3 entries, followed by the next part.
SMILES,Cardiac RTF inh,DAGLB inhibitor,LANA DNA inh,Keap1 Nrf2 FP,V-ATPase pHluor,DSG3 Ab inh,CAL PDZ FP-1,NSD2 HMT inh,Arrestin-AP2 inh,CAL PDZ FP-2
C/C(CC1(O)C(=O)N(C)c2ccccc21)=N\O (stereo not given),0,-2,-1.6,-5,-5,102,-0.2,-3,-2,-4
O=C(c1ccc(Cl)cc1)n1cnc2ccccc21,1,2,-1.3,-1,-1,102,-17,-5,32,-2
CCC(Sc1nc2n[nH]c(C)c2c(=N)n1-c1cc(Cl)ccc1C)C(=O)N1CCOCC1 (stereo not given),2,2,2.9,1,1,120,·,0,-6,9
CCC(=O)N1CCc2cc(Br)c(S(=O)(=O)CCC(=O)NCCOC)cc21,-2,3,-1.0,-8,2,·,-0.2,-5,2,-4
Cc1cccc(CNC(=O)c2ccccc2N)c1,-10,6,1.3,2,0,97,0.0,1,-6,1
CCOC(=O)C1=C(COC(=O)Cc2ccc(Br)cc2)NC(=O)NC1C (stereo not given),3,0,-0.8,1,-1,110,-0.4,-3,3,·
N#CCSc1ncnc2c1cnn2CCO,-12,-2,-0.4,0,-3,103,-0.6,-3,16,1
COc1cccc(C(=O)CSc2nnnn2C)c1,-7,-3,0.2,-5,-3,103,-2.0,-1,-4,4
CCCCCCNC(=O)CCCCCNS(=O)(=O)c1ccc(Br)cc1,-6,2,0.2,0,5,89,-2.3,1,5,6
COc1cc(/C=C/C(=O)Nc2ccc3nc4n(c(=O)c3c2)CCCC4)cc(OC)c1OC,-3,0,-4.1,0,-3,100,-23,-1,-19,-1
CC(=O)N1CCc2cc(Br)cc(S(=O)(=O)NCCCN3CCC(C)CC3)c21,3,-1,-1.0,0,1,99,-1.7,·,20,-1
CN1CCN(c2nc(-c3ccccc3)nc(-c3ccccc3)c2C#N)CC1,-15,-6,0.8,-8,1,103,-4.2,2,11,-4
Cc1c(CN2CCC(CO)(CCOc3ccccc3)CC2)c(=O)n(-c2ccccc2)n1C,-8,-2,-1.6,2,2,105,-0.5,-2,3,1
Cc1nc(NS(=O)(=O)c2cccs2)c2c3c(sc2n1)CCC3,-3,2,-0.2,-3,-3,96,-3.6,0,12,-3
Cc1cc(C)c(C)c(S(=O)(=O)NCC(=O)Nc2ccc(F)cc2)c1C,-3,-2,1.8,-2,-7,105,-0.9,·,-9,-2
CCOC(=O)c1cnc2ccccc2c1Nc1cc(C(=O)O)ccc1C,-11,3,1.0,-4,0,96,-0.2,-1,-80,-5
CC(C)Cc1nnc(NC(=O)CCC(=O)Nc2ccc(Cl)cc2)s1,-11,-2,-0.7,3,-3,104,-1.9,-5,35,-2
O=C(CN1c2ccccc2S(=O)(=O)c2ccccc21)NCc1ccc(F)cc1,0,-2,0.0,1,-2,113,-3.2,-3,-31,-14
CCOC(=O)CC1=CC(=O)Nc2ccccc2N1,9,3,3.0,-2,-3,97,-0.4,0,9,-3
CCn1nc(CC(C)C)cc1C(=O)N1CCCC(Nc2ccc(OC)cc2)C1 (stereo not given),-5,2,0.1,0,-4,·,-0.2,12,31,-1
Cc1cc(C)c(C(=O)CSC2=NC(N)=C(C#N)C3(CCCCC3)C2C(N)=O)cc1C (stereo not given),-8,1,-2.0,-3,-2,96,-2.0,8,6,24
CCN(C(=O)COC(=O)c1ccc2ccccc2c1)c1c(N)n(Cc2ccccc2)c(=O)[nH]c1=O,0,4,0.8,-1,1,95,-0.6,-1,2,-3
Cc1ccc(S(=O)(=O)N2CCC(=O)N(C(COCc3ccc(C(F)(F)F)cc3)Cc3ccccc3)CC2)cc1 (stereo not given),0,-13,0.9,2,-2,100,-0.3,·,-5,-4
COc1cccc(OCc2cc(C(=O)N3CCN(C)C(c4ccccc4)C3)no2)c1 (stereo not given),-1,-6,-2.8,-3,-3,98,-2.3,11,34,-3
CC1CCN(c2nc(-c3ccccc3O)nc3ccccc23)CC1,3,1,0.2,-4,1,108,-1.1,-4,-3,0
CCOC(=O)c1c(C)[nH]c(C)c1C(=O)COC(=O)/C=C/c1cccc(F)c1,3,-2,0.4,0,-1,115,0.2,-3,23,5
CCOc1cc(/C=C/C(=O)c2ccc3c(c2)OCCO3)ccc1OCC(=O)N(C)C,1,-2,-1.7,-6,15*,119,-0.5,4,14,-2
COc1ccc(C2c3[nH]c4ccccc4c3CCN2C(=O)c2ccc(=O)n(C)n2)c(F)c1 (stereo not given),-15,3,2.4,0,0,93,-2.6,1,3,-1
COc1ccc(S(=O)(=O)Nc2cc(S(=O)(=O)c3ccccc3)c(O)cc2C)cc1,-5,0,-2.5,-5,2,·,-2.7,-1,-6,1
O=C(NCC1CCCO1)c1cc2cc(Cl)ccc2[nH]1 (stereo not given),-10,-1,-1.6,-4,1,117,-2.0,-3,19,·
O=C(CN(C(=O)c1nsc(Cl)c1Cl)c1cccc(F)c1)NC1CCCC1,-2,-4,0.1,3,-1,96,-2.2,-9,24,-4
COc1ccc(CCCc2nnc(SCC(=O)Nc3cc(C)ccc3C)o2)cc1,-10,-7,0.5,1,3,95,-2.3,-1,-5,-2
CCCn1nnc(NC(=O)c2ccc(OC)cc2)n1,-5,-2,2.1,-4,-1,86,-0.7,3,-4,-3
Cc1ccc(NC(=O)c2ccc(S(=O)(=O)NCc3ccco3)cc2)cc1,13,-3,-2.6,1,2,-4.6*,-1.8,2,10,-3
CCCCN=Cc1c(C)[nH]n(-c2ccccc2)c1=S,-6,-1,-0.5,-4,-3,101,-0.1,8,3,-5
O=C(O)c1ccc(NS(=O)(=O)c2ccc(NC(=O)c3ccccc3Cl)cc2)cc1,-1,2,0.2,1,-3,106,-1.8,-1,20,1
Cc1ccccc1NC(=S)NC1(C)CCS(=O)(=O)C1 (stereo not given),4,-2,1.6,1,1,101,-0.3,·,3,1
C=CCNC(=O)/C(C#N)=C/c1cc(Br)ccc1OC,-2,0,-1.8,-5,-11,99,-1.6,-2,-10,-2
COc1ccc(C)cc1NC(=O)Nc1cccc(C(=O)O)c1,4,0,-1.3,-1,-2,102,-0.1,-1,42,-4
CCN(CC)c1ccc(-c2nc3cnccn3c2NC2CCCC2)cc1,2,2,-0.8,-1,-1,103,0.1,-15,22,-1
COc1ccc(OC)c(Nc2nc(-c3ccc(O)c(O)c3)cs2)c1,-8,8,-0.9,-2,1,104,-0.3,·,-2,-8
OCCN1CCN(c2cc(C(F)(F)F)nc3c(F)cccc23)CC1,-3,-4,-0.6,-3,-3,·,1.2,-2,10,0
Fc1ccc(CSc2nc3ccccc3[nH]2)cc1,-21,-3,0.2,-1,-5,89,-2.9,-3,-4,-5
CCc1nnc(NC(=O)CSc2nnc(COc3ccccc3)n2-c2ccc(C)cc2)s1,1,0,-1.7,3,0,·,0.6,0,15,-1
CC1CCN(C(=O)CSc2nc3cccnc3n2C)CC1,-2,2,0.3,-8,-3,98,-0.6,-1,8,·
O=S(=O)(c1cccs1)N1CCN(S(=O)(=O)c2cccs2)CC1,-3,1,1.3,-3,-1,95,-3.3,-2,4,4
CCC(C)Sc1ccc([C@H]2N[C@@](C)(C(=O)OC)[C@H]3C(=O)N(CC)C(=O)[C@@H]23)cc1OC (stereo not given in full),-3,-5,-0.1,-2,0,93,0.5,·,25,-1
CN(CC(=O)Nc1cccc(C(F)(F)F)c1)C1=NS(=O)(=O)c2ccccc21,-1,-1,0.7,0,13*,95,0.4,-1,4,-5

# The list is partial; count on the stated rates, not on these rows.
